A549 viability = kills or reduces viability of A549 cells in Nrf2 counter-screen; A549 ARE-Fluc cells, CellTiter-Fluor viability, 18-24 h; Potency, µM (top dose mostly 46 µM), inactives show top-dose activity change, negative = cytotoxicity, usual class: inhibitors; 390,000 tested, 0.16% active; further: potency means the concentration at half of the fitted maximal effect; on the % scale 0 is the no-effect control and ±100 the full control effect
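A549 ARE-Fluc cells in 5% FBS OPTI-MEM, 5000 cells/well, rested 2 h then exposed to compounds in concentration-response for 18-24 h at 37 °C. Viability by CellTiter-Fluor fluorescence (Ex 405/Em 525) after 30 min; luciferase luminescence (BugLite, 15 min, RT) read afterwards.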
HepG2 viability = HepG2 cytotoxicity, counter-screen for TGF-b inhibitors. HepG2 CAGA-GFP viability, ATP luminescence, 18 h. Potency, µM (top dose mostly 46.1 µM), inactives show at the top dose activity change, negative = cytotoxicity, hits mostly cytotoxic. 410,000 tested, 0.76% active. AID 588856; further: potency means the concentration at half of the fitted maximal effect; some results filed as inactive show a strong effect at the top dose
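CellTiter-Glo luminescence gave cytotoxicity after 18 hours at 37 degrees C. The cells were HepG2 CAGA-GFP in 1% FBS DMEM, stimulated with 500 pg/mL TGF-beta after compound addition. %Activity was normalised to no-cell wells (complete cell-killing) and DMSO (no toxicity), and curves were fitted and classified.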
Nrf2 inh = Nrf2 pathway inhibition | A549 ARE-Fluc reporter, luciferase luminescence, 18-24 h | Potency, µM (series often up to 46 µM), for the others: top-dose activity change, negative = inhibition, usual class: inhibitors | 360,000 tested, 2.1% active; further: potency means the concentration at half of the fitted maximal effect; on the % scale 0 is the no-effect control and ±100 the full control effect; nearly all actives have a fitted effect of over 60% in size
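Concentration-response testing used A549 ARE_Fluc cells at 5000 cells/well. Following an 18-24 h compound incubation, viability was read by fluorescence (Ex 405/Em 525) and luciferase output by luminescence.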
CCT modulator = cytosolic chaperonin activity modulation | purified chaperonin ATPase assay, HTRF ADP detection, 30 min | activity change, % (test concentration not listed), hits read low | 360,000 tested, 0.3% active | AID 651819; in the data active means activity change below about -30%; further: on the % scale 0 is the no-effect control and ±100 the full control effect
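TRiC at 40 or 20 nM final (batch-dependent) in 30 mM Tris pH 7.4, 100 mM KCl, 5 mM MgCl2, 1 mM DTT, with compound at single 76 uM and 10 uM ATP, 30 min at 37 deg C. ADP detected by HTRF Transcreener, 665/615 ratio.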
TGFb inhibitor = inhibitors of TGF-b signaling; Potency, µM (highest dose often 46.1 µM), inactives show top-dose activity, negative = inhibition, usual class: inhibitors; HepG2 CAGA-GFP TGF-b/SMAD3 reporter, GFP fluorescence, 18 h; TGF-beta stimulated, 500 pg/mL final; 410,000 tested, 1.2% active; further: potency means the concentration at half of the fitted maximal effect; on the % scale 0 is the no-effect control and ±100 the full control effect; nearly all actives have a fitted effect of over 65% in size
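Inhibition of TGF-beta-driven CAGA-GFP reporter expression in HEPG2 cells is measured by cellular GFP fluorescence after 18 h stimulation with 500 pg/mL recombinant TGF-beta in 1% FBS medium at 37 degrees C.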
Abeta yeast res = restores growth of yeast expressing A-beta42 peptide; yeast expressing A-beta42, growth rescue, OD600, 48 h; response scale: 0% DMSO, 100% iron-clioquinol control; Potency, µM (series often up to 46.1 µM), for inactives: at the highest dose growth rescue, hits mostly activators; 410,000 tested, 0.063% active; further: potency means the concentration at half of the fitted maximal effect; nearly all actives have a fitted effect of over 55% in size
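Yeast A-beta toxicity model in growth medium with pinned compounds, 48 h at 30 C; growth read as absorbance at 600 nm. Normalized to FeCl3/clioquinol equimolar mix (positive) and DMSO (negative).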
Nrf2 ARE act = Nrf2 pathway activation. AREc32 ARE-luciferase reporter (MCF7-derived line), luminescence, 24 h. Potency, µM (series often up to 46.1 µM), inactives show top-dose activation, usual class: activators. 410,000 tested, 0.31% active; further: potency means the concentration at half of the fitted maximal effect; % of control where 0% means no effect; nearly all actives have a fitted effect of over 65% in size
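AREc32_Fluc, 1000 cells/well, OPTI-MEM + 5% FBS, o/n 37 deg C 5% CO2; 23 nL cpd by pin tool, 24 hr; Steady-Glo 30 min RT, luminescence.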
Mm-Cpn inhibitor = inhibitors of Methanococcus maripaludis chaperonin (MmCpn); 330,000 tested, 0.031% active; Potency, µM (highest dose often 76.9 µM), for inactives: at the top dose activity, negative = inhibition, usual class: inhibitors; purified Mm-Cpn ATPase, ADP Transcreener TR-FRET; AID 504842; further: potency means the concentration at half of the fitted maximal effect; on the % scale 0 is the no-effect control and ±100 the full control effect; nearly all actives have a fitted effect of over 80% in size
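25 nM Mm-CPN + cpd, 10 min 37°C; + 10 uM ATP, 30 min 37°C; buffer 30 mM Tris pH 7.4, 100 mM KCl, 5 mM MgCl2, 1 mM DTT; Transcreener ADP HTRF detection 30 min RT.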
pAkt inh = blocks phosphorylation of Akt; activity change, % for hits at 50 µM; Neuro2A IGF-stimulated pAkt S473 HTRF, 20 min; active compounds read low; 360,000 tested, 0.32% active; in the data active means activity change below about -80%; inconclusive means mostly about -51% to -80%; further: on the % scale 0 is the no-effect control and ±100 the full control effect
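Neuro2A cells (4,500/well, DMEM with 0.5% FBS) were treated with compound at a single 50 µM final concentration, stimulated with 6 nM IGF for 20 min at 37 °C, and lysed. Phospho-Akt Ser473 was read by HTRF as 665/615 ratio ×10^4.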
Numbers without * were called inactive; i = inactive; ? = inconclusive; . = not tested or not shown. Unless noted, the call rests on the fitted dose curve; in most records, active means well fitted curve in the direction sought with a large enough effect; inconclusive means small, poorly fitted or top-dose-only effect, or another doubt; inactive means no such curve, though single readings can be large; an effect the other way counts as inactive or inconclusive.

molecule | A549 viability | HepG2 viability | Nrf2 inh | CCT modulator | TGFb inhibitor | Abeta yeast res | Nrf2 ARE act | Mm-Cpn inhibitor | pAkt inh
O=[N+]([O-])c1ccc(N2CCN(CCO)CC2)cc1Sc1nc2ccccc2[nH]1 | -12% | -21% | ? | -0.5 | -2% | -5% | 5.0% | -1% | i
CC1(C)SC2c3ccccc3C(=O)N2[C@@H]1C(=O)NCCCN1CCOCC1 (stereo not given in full) | -3% | 14% | 4% | -3.2 | 2% | -5% | 0.1% | 0% | i
CN(C)c1cc[n+](CC(=O)Nc2c(Cl)cc(Cl)cc2Cl)cc1 | -11% | -59% | ? | 2.4 | ? | -7% | -0.7% | -1% | i
Cc1ccc(OCC(=O)Nc2ccccc2C(=O)NC2CC2)cc1C | 0% | -18% | 6% | -1.0 | -3% | 8% | -0.4% | 0% | i
O=C(COC(=O)CNS(=O)(=O)c1ccc2ccccc2c1)Nc1ccccc1Sc1ccccc1 | -1% | -6% | 19% | -5.2 | ? | 25% | 0.1% | -10% | i
CC(=O)c1ccc(NC(=O)Nc2ccc3c(c2)N(C)C(=O)CS3)cc1 | -6% | -41% | ? | 1.7 | 2% | 3% | 2.7% | 3% | i
CCc1nn2c(=O)c(S(=O)(=O)Nc3ccccc3)c(C)nc2s1 | 1% | -5% | -1% | 0.8 | 20% | -15% | 0.1% | 0% | i
COc1cccc(-c2ccc(-c3noc(-c4ccccc4Br)n3)c(OC)n2)c1 | -1% | 5% | 10% | . | 30% | 20% | 1.3% | . | .
CCOC(=O)c1c(NC(=O)c2ccccc2N(C)S(=O)(=O)c2ccccc2)sc2c1CCCC2 | -2% | -9% | -11% | -2.5 | ? | 4% | -0.2% | -9% | i
CSc1ccc(/C=C(\C(=O)O)c2ccc(S(=O)(=O)N3CCCC3)s2)cc1 | -5% | -4% | -7% | 0.3 | 6% | 13% | 0.1% | -6% | i
CCOCCc1nn2c(=O)cc(CSCC(=O)Nc3ccc(OC)cc3)nc2s1 | 0% | 4% | 11% | 1.1 | 2% | -9% | -0.1% | 2% | i
O=C(CSc1ccc(Br)cc1)Nc1ccccc1Oc1ccccc1 | 2% | -60% | 1% | 1.5 | -22% | -10% | -0.7% | -16% | i
CC1(C(=O)NCc2cccc3ccccc23)CCN1C(=O)C1(c2ccccc2)CC1 (stereo not given) | . | -8% | . | -1.3 | 5% | -7% | -1.1% | . | i
Cc1ccc(NC(=O)COC(=O)C(NS(=O)(=O)c2ccc(Cl)cc2)C(C)O)c(Br)c1 (stereo not given) | 0% | -18% | 1% | -0.5 | 0% | -11% | 3.7% | 0% | i
CCC(C)CCN1CCN=C1N(C)C (stereo not given) | -1% | -29% | -8% | -1.4 | -5% | -11% | -0.4% | -1% | i
O=C1CSC(=Nc2ccc(F)cc2)N1 | 1% | 2% | -24% | -0.5 | 3% | 10% | 0.3% | 1% | i
COc1ccc(CCNC(=O)Cn2cnc3ccccc3c2=O)cc1OC | -1% | -12% | -16% | 2.9 | 4% | -4% | -0.4% | 2% | i
O=C(CS(=O)c1ccc(Br)cc1)N1CCOCC1 (stereo not given) | 0% | 16% | 6% | -1.3 | -5% | 2% | -1.0% | 3% | i
CC(C)C(NC(=O)c1ccccc1)c1nnc(SCC(=O)NC2CCCC2)n1C (stereo not given) | -8% | -1% | 2% | -1.5 | 1% | -14% | -0.6% | 1% | i
CN1CCCCC1(C)C(=O)NCc1ccc(C(C)(C)C)cc1 (stereo not given) | . | 3% | . | 0.6 | 21% | -18% | 0.1% | . | i
CCOc1cc(/C=N/NC(=O)C2CCCC2)ccc1OC(C)C | -4% | -9% | -11% | -0.9 | -6% | -6% | -0.6% | -2% | i
Cc1nc2nc(C)c(NS(=O)(=O)c3ccc(C(C)(C)C)cc3)c(=O)n2[nH]1 | -5% | -10% | 7% | -0.9 | 0% | -4% | -0.3% | -1% | i
N#CCCN(C(=O)COC(=O)CNS(=O)(=O)c1ccc2ccccc2c1)c1ccccc1 | 2% | 5% | -10% | 1.1 | 8% | -5% | -0.4% | -2% | i
CC(=O)Nc1cccc(NC(=O)CN2c3cccc4cccc(c34)S2(=O)=O)c1 | -9% | 0% | ? | -3.6 | 8% | 0% | 0.0% | -2% | i
Cc1ccc(C(=O)NC(=S)Nc2ccc3[nH]c(=O)[nH]c3c2)cc1C | 1% | 9% | 13% | -1.9 | -13% | 0% | -0.3% | -2% | i
CCCN1CCN(CCCNC(=O)Cn2nc(C)n3c(cc4c(OC)cccc43)c2=O)CC1 | 6% | 2% | 0% | . | -13% | -10% | 0.4% | . | .
C[C@@H](C(=O)Nc1ccc(OC(F)F)c(Cl)c1)N1C(=O)C2CC=CCC2C1=O (stereo not given in full) | -2% | -5% | -11% | -0.5 | -2% | 7% | -0.1% | ? | i
Cc1nn(C2CCS(=O)(=O)C2)c2nc(C3CC3)cc(C(=O)Nc3cccc(C#N)c3)c12 (stereo not given) | -11% | 2% | -8% | 0.9 | -12% | -1% | 0.4% | -3% | i
CCOc1ccc(NS(=O)(=O)c2cc3c(cc2Cl)NC(=O)CO3)cc1 | -1% | -24% | . | . | -14% | -9% | 3.4% | . | .
Cc1ccc(CN(C)C(=O)c2ccccc2NC(=O)c2ccccc2)o1 | 23% | 3% | -15% | 1.5 | -17% | -6% | 6.1% | 3% | i
CCC(=O)N1CCN(c2ccc(NC(=O)COc3cccc(C)c3C)cc2)CC1 | 1% | 4% | -14% | 0.1 | 1% | -9% | -0.2% | -2% | i
O=C(COC(=O)C1CCN(S(=O)(=O)c2ccc3c(c2)OCCO3)CC1)Nc1ccccc1OC(F)F | 2% | -6% | 3% | -0.3 | 3% | 17% | -0.4% | -1% | i
O=C(Cc1ccc(S(=O)(=O)N2CCOCC2)s1)NCCOc1ccccc1 | 11% | -2% | -26% | -1.4 | -18% | 9% | 0.1% | 2% | i
COc1cc(/C=N/O)ccc1OCc1ccccc1Cl | -4% | -38% | ? | 1.1 | ? | 16% | 3.2% | -3% | i
CCOc1ccccc1OCCCC(=O)OCC(=O)Nc1cccc(Cl)c1 | -2% | 7% | -13% | -0.3 | 3% | 13% | -0.9% | -1% | i
O=C(O)c1ccccc1C(=O)Nc1nc(-c2ccccc2)cs1 | -1% | 0% | 5% | -3.8 | 16% | 6% | -0.8% | -1% | i
O=C(NC1CCCC1)c1ccc(CS(=O)Cc2ccc(Cl)cc2)o1 (stereo not given) | -7% | 14% | -8% | -1.5 | 0% | 3% | 0.2% | 0% | i
CC(C)C(NC(=O)c1ccccc1NC(=O)c1ccco1)C(=O)NNC(=O)c1ccncc1 (stereo not given) | -2% | -42% | 2% | 0.8 | 0% | -3% | -0.5% | 1% | i
Cc1ccc(S(=O)(=O)N2CCN(C(=O)COC(=O)CNC(=O)c3ccc(Cl)cc3Cl)CC2)c(C)c1 | 0% | 7% | 1% | 1.4 | -9% | -6% | 0.4% | . | i
Nc1nc(N)c(C=Nc2ccc(Br)cc2)c(Nc2ccc(Br)cc2)n1 | -1% | 4% | ? | 1.2 | 0% | 0% | 9.6% | 1% | i
CCCn1c(NC(=O)CCS(=O)(=O)c2ccc(C)cc2)nc2ccccc21 | 1% | -15% | -18% | -3.0 | 0% | 17% | 2.0% | -1% | i
CCN(CC)C(=O)CNC(=O)c1nn(-c2ccc(OC)c(Cl)c2)c(=O)c2ccccc12 | -7% | -26% | -5% | -2.1 | -3% | -2% | 0.5% | -5% | i
CC1(C(=O)Nc2ccc3c(c2)OCO3)CCN1C(=O)c1ccco1 (stereo not given) | . | 5% | . | -0.4 | -1% | -17% | -1.1% | . | i
CCN(CC)S(=O)(=O)c1ccc2oc(SCC(=O)NC3CC3)nc2c1 | 2% | -15% | 17% | -3.1 | ? | -6% | 3.7% | 2% | i
COc1cccc(CN2C(=O)C3(SCC(=O)N3c3cc(C)cc(C)c3)c3ccccc32)c1 (stereo not given) | 1% | -19% | ? | . | 16% | -6% | 0.7% | . | .
COc1ccccc1CCC(=O)N(Cc1ccccc1)c1c(N)n(Cc2ccccc2)c(=O)[nH]c1=O | -6% | -2% | -1% | 1.3 | 1% | 14% | 0.2% | 2% | i
CCS(=O)(=O)Nc1cccc(C2=NN(S(=O)(=O)CC)C(c3ccccc3)C2)c1 (stereo not given) | 0% | 3% | 0% | 0.2 | -4% | 3% | -0.5% | 2% | i
CC(=Nc1ccccc1)c1sc2ccccc2c1O | -5% | -36% | ? | -1.6 | 14% | -14% | ? | -13% | i
CCn1c(SCC(=O)Nc2nonc2C)nnc1-c1ccoc1C | 2% | 8% | 6% | -2.0 | -26% | 4% | 0.1% | -1% | i
CCOC(=O)C1CCc2c(ccc3ccccc23)N1CCC#N (stereo not given) | . | 4% | . | 0.2 | 1% | 3% | -0.5% | . | i
CSc1ccc(CNC(=O)C2CCN(c3nnc(-n4cccc4CNc4ccc(C)cc4)s3)CC2)cc1 | -2% | -12% | ? | . | . | 3% | 1.9% | . | .

Part of the list above in order of molar mass, largest number first:
molecule | A549 viability | HepG2 viability | Nrf2 inh | CCT modulator | TGFb inhibitor | Abeta yeast res | Nrf2 ARE act | Mm-Cpn inhibitor | pAkt inh
CCS(=O)(=O)Nc1cccc(C2=NN(S(=O)(=O)CC)C(c3ccccc3)C2)c1 (stereo not given) | 0% | 3% | 0% | 0.2 | -4% | 3% | -0.5% | 2% | i
CCCn1c(NC(=O)CCS(=O)(=O)c2ccc(C)cc2)nc2ccccc21 | 1% | -15% | -18% | -3.0 | 0% | 17% | 2.0% | -1% | i
CCOC(=O)C1CCc2c(ccc3ccccc23)N1CCC#N (stereo not given) | . | 4% | . | 0.2 | 1% | 3% | -0.5% | . | i

Screens (PubChem BioAssay)

An unsorted share of the library; about 4.3% have a hit in one of these screens.
